Screening results deposited in PubChem by Sanford-Burnham Center for Chemical Genomics.
DUSP3 inh = inhibitors of human VHR1 phosphatase (DUSP3); P51452; recombinant VHR phosphatase, colorimetric substrate read-out; inhibition, % at 20 µM; 0.7% of 50,000 active; AID 1992; in the data active means inhibition above about 60%; further: some results filed as inactive read as strong as hits
Target sequence (P51452 whole entry, looked up): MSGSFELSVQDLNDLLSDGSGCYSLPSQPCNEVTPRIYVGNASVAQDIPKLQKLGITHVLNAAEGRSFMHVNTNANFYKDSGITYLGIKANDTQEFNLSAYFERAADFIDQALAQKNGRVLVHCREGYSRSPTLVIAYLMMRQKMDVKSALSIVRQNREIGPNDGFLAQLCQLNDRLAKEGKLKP
Starred values were filed as active, the others as inactive. These rows are one share of the data; rates above refer to the full screens.

`COc1ccc(C2c3cc(OC)c(OC)cc3CC(=O)N2c2ccc(OC)cc2)cc1` (stereo not drawn) gave DUSP3 inh 6.
COc1ccc(OC)c(CN2CCN(Cc3ccco3)CC2)c1 was read as DUSP3 inh -12.
For O=C1C2C(c3ccc(Cl)cc3)OC3(C(=O)c4ccccc4C3=O)C2C(=O)N1c1cccc(F)c1 (stereo not drawn) the results were DUSP3 inh -3.
Screening Cc1onc(-c2ccccc2)c1C(=O)Nc1ccc2c(c1)OCO2 returned DUSP3 inh -16.
Screening COc1ccc(C2C(C(C)=O)=C(O)C(=O)N2CCN(C)C)cc1OC (stereo not drawn) returned DUSP3 inh 2.
Screening CC(C)(C)NC(=O)C1(C)CC2c3ccccc3C1c1ccccc12 (stereo not drawn) returned DUSP3 inh -20.
Screening CN1c2ccccc2N(C)C1c1ccc(Br)o1 returned DUSP3 inh -25.
Screening COc1ccccc1-c1coc2cc(OC(=O)c3c(Cl)ccc(Cl)c3OC)ccc2c1=O returned DUSP3 inh -15.
COc1ccc(N(CC(=O)Nc2ccc(C(C)C)cc2)S(=O)(=O)c2ccc(C)cc2)c(OC)c1 was read as DUSP3 inh -7.
Cc1ccc(NC(=O)c2cc3cc([N+](=O)[O-])ccc3oc2=O)c(C)c1 was read as DUSP3 inh -11.
Screening CN(C)c1ccc(-n2nc3ccc4ccccc4c3n2)cc1 returned DUSP3 inh -8.
O=C(O)/C(=N\O)c1cn2ccccc2n1 was read as DUSP3 inh -14.
C=CCNc1nc(-c2ccccc2)cs1 was read as DUSP3 inh 9.
Screening COc1ccc(/C(C)=N/OCC(=O)Nc2cccc(C(F)(F)F)c2)cc1OC returned DUSP3 inh 3.
FC(F)(F)c1cc(/C=C/c2ccccc2)no1 was read as DUSP3 inh -2.
For Cc1cc(C)c2oc(-c3ccc(NC(=O)c4ccccc4[N+](=O)[O-])cc3)nc2c1 the results were DUSP3 inh -8.
Cc1ccc(-c2ccccc2)n1-c1ccc(O)cc1 was read as DUSP3 inh 8.
`CC(CC(=O)Nc1ccc(Br)cc1)c1ccccc1` (stereo not drawn) gave DUSP3 inh -12.
COc1ccc(Cl)cc1C(=O)Nc1ccc(Br)cc1 was read as DUSP3 inh -10.
C=CCNC(=O)C(=O)NCc1cccnc1 was read as DUSP3 inh -12.
For Cc1ccc(C(=O)O/N=C(\N)c2ccc(Br)cc2)cc1 the results were DUSP3 inh 6.
`C=CCn1c(NC(=O)c2ccc(C)cc2)nc2ccccc21` gave DUSP3 inh -30.
For Cc1ccc(N2C(=O)/C(=C/c3sccc3C)SC2=S)cc1 the results were DUSP3 inh 5.
COc1cc([N+](=O)[O-])ccc1NC(=O)CC(C)=O was read as DUSP3 inh 4.

The list goes on, starting with the last two of the part before.
For Cc1ccc(N2C(=O)/C(=C/c3sccc3C)SC2=S)cc1 the results were DUSP3 inh 5.
COc1cc([N+](=O)[O-])ccc1NC(=O)CC(C)=O was read as DUSP3 inh 4.
CCOC(=O)C1=C(O)/C(=C/c2ccc(OC)cc2)SC1=Nc1cccc2ccccc12 was read as DUSP3 inh 16.
Screening CCc1ccc(S(=O)(=O)Nc2ccc(C)cn2)cc1 returned DUSP3 inh -9.
`CC1(C)C(C=C(Cl)Cl)C1C(=O)Nc1ccc(C(=O)O)cc1` (stereo not drawn) gave DUSP3 inh -28.
For CC1=C(C(=O)Nc2cc(Cl)ccc2C)C(c2ccc(F)cc2)NC(=O)N1 (stereo not drawn) the results were DUSP3 inh -8.
O=[N+]([O-])c1ccc(Oc2ccccc2Br)cc1 was read as DUSP3 inh -98.
COc1ccccc1OCCSc1nc2ccc(Br)cc2[nH]1 was read as DUSP3 inh -33.
Screening COc1cc(/C=C2\SC(NC(C)=O)=NC2=O)cc(Br)c1OC returned DUSP3 inh 21.
Screening COc1cccc(-n2sc3c(c2=S)-c2cc(C)ccc2NC3(C)C)c1 returned DUSP3 inh -2.
`O=C(CSCC(=O)Nc1ccc2ccccc2c1)Nc1cccc([N+](=O)[O-])c1` gave DUSP3 inh 12.
For CCOC(=O)CSCCOc1ccc(/C=C2/C(=O)NC(=O)N(c3cccc(C)c3)C2=O)cc1OC the results were DUSP3 inh -7.
Screening O=C(Nc1ccc(Cc2ccncc2)cc1)C(c1ccccc1)c1ccccc1 returned DUSP3 inh -8.
Screening O=S(=O)(c1cc(Cl)ccc1Cl)n1cnc2ccccc21 returned DUSP3 inh -16.

The list goes on; the last four above are carried over.
`O=C(CSCC(=O)Nc1ccc2ccccc2c1)Nc1cccc([N+](=O)[O-])c1` gave DUSP3 inh 12.
For CCOC(=O)CSCCOc1ccc(/C=C2/C(=O)NC(=O)N(c3cccc(C)c3)C2=O)cc1OC the results were DUSP3 inh -7.
Screening O=C(Nc1ccc(Cc2ccncc2)cc1)C(c1ccccc1)c1ccccc1 returned DUSP3 inh -8.
Screening O=S(=O)(c1cc(Cl)ccc1Cl)n1cnc2ccccc21 returned DUSP3 inh -16.
Screening O=C(Nc1ccc(N2CCOCC2)cc1)C1(S(=O)(=O)c2ccccc2)CC1 returned DUSP3 inh -29.
`CCc1nc2c(C)cc(C)cc2c(N)c1C` gave DUSP3 inh -24.
`Fc1ccc(C2=NCCn3cccc32)cc1` gave DUSP3 inh -15.
COc1ccc(-c2nnc(NC(=O)Nc3ccc(Cl)c(Cl)c3)s2)cc1 was read as DUSP3 inh -10.
For O=C(NNS(=O)(=O)c1ccc2ccccc2c1)c1ccccc1F the results were DUSP3 inh 1.
Screening CCOC(=O)c1c(NC(=O)c2cccnc2)sc2c1CCCC2 returned DUSP3 inh -20.
For COc1ccc(-c2cc(C(=O)NN3CCN(C)CC3)c3ccccc3n2)cc1OC the results were DUSP3 inh 51.
Screening CCCC(=O)Nc1ccc(I)cc1Cl returned DUSP3 inh -6.
Screening Cc1ccc(OCC(=O)O/N=C(\N)c2ccncc2)c(Br)c1 returned DUSP3 inh -8.
`COC(=O)c1cc(NC(=O)c2ccc(OC)c(Br)c2)cc(C(=O)OC)c1` gave DUSP3 inh -24.
Screening O=C(NCCNc1ccc([N+](=O)[O-])cc1)c1ccc(Cl)cc1 returned DUSP3 inh -29.
Screening CCOC(=O)c1cnc2cc(-c3ccccc3Cl)[nH]n2c1=O returned DUSP3 inh -3.

Three entries out of the list, arranged by number of heavy atoms, low to high.
COc1ccc(-c2nnc(NC(=O)Nc3ccc(Cl)c(Cl)c3)s2)cc1 was read as DUSP3 inh -10.
`COC(=O)c1cc(NC(=O)c2ccc(OC)c(Br)c2)cc(C(=O)OC)c1` gave DUSP3 inh -24.
Screening O=C(Nc1ccc(Cc2ccncc2)cc1)C(c1ccccc1)c1ccccc1 returned DUSP3 inh -8.

The listing continues:
`CC(=O)c1cccc(NC(=O)c2cc(Cl)ccc2Cl)c1` gave DUSP3 inh 20.
`COc1ccc(S(=O)(=O)N2CCN(C(=O)c3ccc([N+](=O)[O-])cc3)CC2)cc1` gave DUSP3 inh -3.
Screening O=C(/C=C/c1ccc(Cl)cc1)Nc1ccc(-c2nc3ccccc3o2)c(O)c1 returned DUSP3 inh -2.
Screening CNC(=O)/C(=C/c1ccc(-c2ccc(Cl)cc2)o1)NC(=O)c1ccc(Cl)cc1 returned DUSP3 inh 9.
CC(C)NC(=O)C(=O)NCc1ccc2c(c1)OCO2 was read as DUSP3 inh 0.
`O=C(Nc1cccc(-c2nc3ccccc3s2)c1)c1cc2ccccc2o1` gave DUSP3 inh -37.
For CC1CN(c2ccc([N+](=O)[O-])cc2)CCN1C(=O)c1ccc(F)cc1 (stereo not drawn) the results were DUSP3 inh 13.
For CN=C(NOCc1ccc(Cl)cc1Cl)c1nonc1N the results were DUSP3 inh -19.
`Cc1c(C(=O)Nc2ccc3oc(-c4ccccc4Br)nc3c2)cccc1[N+](=O)[O-]` gave DUSP3 inh -10.
Screening Cc1cccc(-c2nc3ccccc3[nH]2)c1 returned DUSP3 inh -7.
`O=C(Nc1ccccc1)c1ccc(Cl)c(Cl)c1` gave DUSP3 inh -16.
COc1ccc(NC(=O)C(=O)N/N=C/c2ccc(OC)cc2OC)cc1 was read as DUSP3 inh 3.

Overlap with the part before: 5 compounds, then new ones.
For CN=C(NOCc1ccc(Cl)cc1Cl)c1nonc1N the results were DUSP3 inh -19.
`Cc1c(C(=O)Nc2ccc3oc(-c4ccccc4Br)nc3c2)cccc1[N+](=O)[O-]` gave DUSP3 inh -10.
Screening Cc1cccc(-c2nc3ccccc3[nH]2)c1 returned DUSP3 inh -7.
`O=C(Nc1ccccc1)c1ccc(Cl)c(Cl)c1` gave DUSP3 inh -16.
COc1ccc(NC(=O)C(=O)N/N=C/c2ccc(OC)cc2OC)cc1 was read as DUSP3 inh 3.
Cc1ccc(C(=O)/C=C/c2ccccc2[N+](=O)[O-])cc1 was read as DUSP3 inh 1.
COc1cc(C(=O)Nc2cc(-c3nc4cc(Cl)cc(Cl)c4o3)ccc2C)cc(OC)c1OC was read as DUSP3 inh -13.
O=C(CN1CCN(CCN2C(=O)c3cccc4cccc(c34)C2=O)CC1)c1ccccc1 was read as DUSP3 inh 24.
Screening COc1ccc(C(=O)O)cc1NC(=O)CC(=O)c1ccc([N+](=O)[O-])cc1 returned DUSP3 inh 11.
COc1cc(/C=C2/SC(=S)NC2=O)ccc1OC(=O)c1ccc(Cl)cc1 was read as DUSP3 inh 7.
NS(=O)(=O)c1ccc(NC(=O)c2cncc(Br)c2)cc1 was read as DUSP3 inh -1.
O=C(NNc1nc(-c2ccccc2)c2cc(Cl)ccc2n1)c1ccc(Cl)cc1Cl was read as DUSP3 inh -3.
CCCCNc1ncnc2c1cnn2-c1ccccc1 was read as DUSP3 inh -15.
Screening COc1cc(/C=C2\C(=O)NC(=O)N(c3ccc(Cl)cc3)C2=O)cc(I)c1OC returned DUSP3 inh -17.
For CCCc1cc(=O)oc2cc(OCc3cccc(Cl)c3)ccc12 the results were DUSP3 inh 7.
O=C(Cc1ccc(Cl)cc1)Nc1cccc([N+](=O)[O-])c1 was read as DUSP3 inh -3.
For CC(=O)COc1ccc2c3c(c(=O)oc2c1)CCC3 the results were DUSP3 inh -6.
CCOC(=O)C1=C(C)N=c2s/c(=C\c3ccc(NC(C)=O)cc3)c(=O)n2C1c1ccc(OC)cc1 (stereo not drawn) was read as DUSP3 inh 46.
Screening O=C1CS/C(=N\N=C\c2ccc([N+](=O)[O-])cc2)N1c1ccc(O)cc1 returned DUSP3 inh -8.
For COc1ccc(N(CC(=O)Nc2ccc3ccccc3c2)S(=O)(=O)c2ccccc2)cc1Cl the results were DUSP3 inh -28.
CC(C)C1S/C(=N/N=C/c2ccc(O)cc2)NC1=O (stereo not drawn) was read as DUSP3 inh 93*.
CN(C)/C=C1\N=C(C(c2ccccc2)c2ccccc2)OC1=O was read as DUSP3 inh 3.
Screening O=C(O)c1ccc(-n2c(=O)c3ccccc3c3ccccc3c2=O)cc1 returned DUSP3 inh -14.
`CCCCSc1nnc2c(n1)OC(/C=C/c1ccccc1)Nc1ccccc1-2` (stereo not drawn) gave DUSP3 inh -10.
For Cc1cc(C)n(S(=O)(=O)c2ccc(I)cc2C)n1 the results were DUSP3 inh -17.
CC1=C(C(=O)Nc2ccc(C)cc2)C(c2ccc(C)cc2)NC(=O)N1 (stereo not drawn) was read as DUSP3 inh 0.
Screening Cc1nc2ccccc2n1C(=O)N(C)C returned DUSP3 inh -16.
For O=C(NCc1ccccc1Cl)c1ccccc1I the results were DUSP3 inh -21.
Screening COc1ccc(C=C2C(=O)c3ccccc3C2=O)c(O)c1 returned DUSP3 inh -12.
`CCOc1ccc(/C=C2\C(=O)NC(=O)N(c3ccc(CC)cc3)C2=O)cc1OC` gave DUSP3 inh 6.
O=C(c1cccc(Br)c1)N1N=C(c2ccccc2)CC1(O)C(F)(F)F (stereo not drawn) was read as DUSP3 inh 11.
Screening Cc1ccccc1NC(=O)C1C(c2cccs2)C(C#N)=C(SCC(=O)Nc2ccc(Br)cc2)NC1(C)O (stereo not drawn) returned DUSP3 inh -4.
C/C(=C\C(=O)c1ccncc1)Nc1ccccc1O was read as DUSP3 inh -15.
Cc1cccc(/C=N/N2CCN(c3ccccc3)CC2)c1 was read as DUSP3 inh -11.
O=C(Nc1cccnc1)c1cccc(Br)c1 was read as DUSP3 inh 10.
For CCc1ccccc1OCCN(CC)CC the results were DUSP3 inh 0.
Screening CC(=O)CC(=O)Nc1ccc2c(c1)OCO2 returned DUSP3 inh -2.
`CC1=C(C(=O)Nc2ccc(Cl)cc2)C(c2cccc(Br)c2)NC(=O)N1` (stereo not drawn) gave DUSP3 inh 8.
CCOC(=O)c1ccc2nc(NC(=O)COC(=O)c3cc4ccccc4o3)sc2c1 was read as DUSP3 inh 7.
Screening CC(NC(=O)C12CC3(C)CC(C)(CC(C)(C3)C1)C2)C(=O)Nc1ccc(F)cc1F (stereo not drawn) returned DUSP3 inh -14.
`C/C(=C\C(=O)c1ccccc1)Nc1ccc(Br)c(Cl)c1` gave DUSP3 inh 4.
For O=C(COc1ccccc1)N1N=C(c2ccc([N+](=O)[O-])cc2)CC1(O)C(F)(F)F (stereo not drawn) the results were DUSP3 inh -17.
`CCN1C(=O)/C(=C/c2cccc(OC)c2OC)C(=O)NC1=S` gave DUSP3 inh 24.
For O=C(NCCOC(=O)c1ccc2c(c1)OCO2)c1cccnc1 the results were DUSP3 inh 2.
Screening COc1cccc(/C=C2/C(=O)NN(c3ccc(Br)cc3)C2=O)c1 returned DUSP3 inh 18.
`CC1=C(C(=O)OCCc2ccccc2)C(c2cccc([N+](=O)[O-])c2)NC(=O)N1` (stereo not drawn) gave DUSP3 inh -2.
Cc1ccc(CN2CCN(N=Cc3cccc([N+](=O)[O-])c3)CC2)c(C)c1 was read as DUSP3 inh 5.
`O=C(Nc1ccc(NC(=O)c2cc([N+](=O)[O-])ccc2Cl)cc1)c1ccc(Br)cc1` gave DUSP3 inh -2.
For O=C1C2C(c3ccc(Br)cc3)OC3(C(=O)c4ccccc4C3=O)C2C(=O)N1c1cccc([N+](=O)[O-])c1 (stereo not drawn) the results were DUSP3 inh 16.
For Cc1ccc(S(=O)(=O)NCCNS(C)(=O)=O)cc1[N+](=O)[O-] the results were DUSP3 inh -10.
